# Source: PubChem BioAssay (National Center for Advancing Translational Sciences (NCATS))
# HCMV antiviral – qHTS Assay for inhibitors of the human cytomegalovirus (HCMV); actives 4.5% (n = 410,000); AID 1259415, 2018; activity change, negative = inhibition, % at 57.5 µM; HFF cells, HCMV-luciferase reporter, 72 h; hits give low values; in the data active means activity change below about -60%; inconclusive means no clear call, values can overlap the other calls; inactive means above about -39%
#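 Screen run at 2 compound doses on HFFs infected with reporter HCMV, MOI 1 PFU/cell. Luciferase activity from cell lysates at 72 h post infection gave inhibition relative to buffer-only and Salinomycin wells.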
# AmpC no deterg – qHTS Inhibitors of AmpC Beta-Lactamase (assay without detergent). AmpC nitrocefin hydrolysis, absorbance 480 nm, 0.0001% Triton. AID 485341, 2010. Potency, µM (doses to about 57.1 µM), for inactives: top-dose activity change, negative = inhibition, usual class: inhibitors. actives 0.52% (n = 330,000);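 further: potency means the concentration at half of the fitted maximal effect; plate controls were no compound for no effect and no enzyme for full effect; nearly all actives have a fitted effect of over 20% in size; some results filed as inactive show a strong effect at the top dose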
# Target sequence (P00811 whole entry, looked up): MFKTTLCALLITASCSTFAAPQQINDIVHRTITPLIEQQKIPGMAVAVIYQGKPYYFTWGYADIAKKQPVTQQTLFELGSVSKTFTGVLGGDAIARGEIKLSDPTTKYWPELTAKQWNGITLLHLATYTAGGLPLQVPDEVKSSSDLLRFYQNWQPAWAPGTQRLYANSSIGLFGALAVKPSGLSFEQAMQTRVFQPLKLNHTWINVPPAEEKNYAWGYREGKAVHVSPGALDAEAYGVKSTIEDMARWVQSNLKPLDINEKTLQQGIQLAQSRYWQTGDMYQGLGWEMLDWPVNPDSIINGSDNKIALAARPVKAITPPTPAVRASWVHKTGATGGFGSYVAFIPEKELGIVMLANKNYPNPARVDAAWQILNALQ
#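 20 mM phosphate pH 7.0 + 0.01% (detergent screen) or 0.0001% Triton X-100; 5.3 nM AmpC reagent; cpd preinc 15 min RT; nitrocefin (800 uM stock) to start; A480 q20 s × 4 min; Activity was normalised to no-enzyme and no-compound control wells.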
# AMA1 RON2 block – qHTS for Inhibitors of AMA1-RON; Towards Development of Antimalarial Drug Lead: Primary Screen; AlphaScreen AMA1-biotinylated RON2 peptide binding; Potency, µM (highest dose often 58.2 µM), for inactives: at the highest dose activity change, negative = inhibition, hits mostly inhibitors; actives 0.2% (n = 360,000); AID 720542, 2013;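 further: potency means the concentration at half of the fitted maximal effect; 0% = vehicle wells and -100% = peptide control; nearly all actives have a fitted effect of over 45% in size; some results filed as inactive show a strong effect at the top dose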
#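 AMA1 (3D7) with his tag at 25 nM final met compounds first, then biotinylated RON2 peptide at 25 nM; detection used donor plus acceptor beads, 10 µg/mL apiece, read by AlphaScreen after 30 min at room temperature.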
# Sm TGR block – qHTS Assay for the Inhibitors of Schistosoma Mansoni Peroxiredoxins | Potency, µM (doses to about 114 µM), for inactives: at the highest dose activity change, negative = inhibition, actives largely listed as inhibitors | actives 3% (n = 360,000) | purified TGR, DTNB reduction, TNB absorbance 405 nm; further: potency means the concentration at half of the fitted maximal effect; nearly all actives have a fitted effect of over 60% in size
#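 First, TGR (20 nM dispensed) and NADPH were mixed with compound. Second, a 15 min room-temperature incubation followed. Third, further NADPH and then DTNB were added to start the reaction. Finally, TNB absorbance was monitored kinetically.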
# AmpC detergent – qHTS Inhibitors of AmpC Beta-Lactamase (assay with detergent). AmpC hydrolysis of nitrocefin, absorbance 480 nm, 0.01% Triton. AID 485294, 2010. P00811. Potency, µM (titrated, usually from 114 µM), for the others: at the highest dose activity change, negative = inhibition, usual class: inhibitors. actives 0.041% (n = 370,000);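 further: potency means the concentration at half of the fitted maximal effect; 0% = no-compound wells and -100% = no-enzyme wells; nearly all actives have a fitted effect of over 25% in size; some results filed as inactive show a strong effect at the top dose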
#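 AmpC (5.3 nM in the dispensed reagent) in 20 mM phosphate pH 7.0 with 0.01% (detergent screen) or 0.0001% Triton X-100 was preincubated with compounds for 15 min at room temperature. Nitrocefin was then added from an 800 uM solution, and hydrolysis was followed at 480 nm.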
# FBPA Giardia inh – qHTS Assay for Inhibitors of Fructose-1,6-bisphosphate Aldolase from Giardia Lamblia; A8B2U2; purified Giardia FBPA; Potency, µM (series often up to 59.6 µM), for the others: at the highest dose activity, negative = inhibition, hits mostly inhibitors; actives 0.71% (n = 290,000); AID 2451, 2010; further: potency means the concentration at half of the fitted maximal effect; nearly all actives have a fitted effect of over 55% in size
# Target sequence (A8B2U2 whole entry, looked up): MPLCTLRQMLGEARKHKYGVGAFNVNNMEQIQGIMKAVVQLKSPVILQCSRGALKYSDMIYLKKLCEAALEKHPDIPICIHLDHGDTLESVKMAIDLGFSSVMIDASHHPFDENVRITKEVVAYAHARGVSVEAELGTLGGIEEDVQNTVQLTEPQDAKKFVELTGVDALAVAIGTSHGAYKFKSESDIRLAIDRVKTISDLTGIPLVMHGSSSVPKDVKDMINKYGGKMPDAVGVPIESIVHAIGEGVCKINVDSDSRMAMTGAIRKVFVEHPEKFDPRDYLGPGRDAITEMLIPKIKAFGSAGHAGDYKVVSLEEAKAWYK
#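 40 nM FBPA preincubated 10 min at RT with compound (up to 57.5 uM final), then substrate plus GAPDH/TPI/NAD/arsenate coupling and diaphorase/resazurin added. Fluorescence read after 20 min at RT, 525/598 nm.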
# An asterisk follows results filed as active; ? = inconclusive; . = no result given; & = joins results of further samples; [ ] = remark or other dose. Unless noted, the call rests on the fitted dose curve; in most records, active means well fitted curve in the direction sought with a large enough effect; inconclusive means small, poorly fitted or top-dose-only effect, or another doubt; inactive means no such curve, though single readings can be large; an effect the other way counts as inactive or inconclusive. Unless noted, on the % scale 0 is the no-effect control and ±100 the full control effect. Rows are unselected (roughly 7.8% active in at least one column).
SMILES,HCMV antiviral,AmpC no deterg,AMA1 RON2 block,Sm TGR block,AmpC detergent,FBPA Giardia inh
Cc1cccc(C)c1NC(=O)CSc1ncnc2[nH]ncc12,-20,-13%,8%,.,.,.
Cc1ccccc1OCc1nnc(SCC(=O)NCc2ccccc2)n1C,1,12%,-1%,-1%,3%,5%
CCCP(=O)(CC(=O)N(CC)CC)c1ccccc1 (centres undefined),48,-16%,1%,4%,1%,14%
Cc1cc(Br)c(NC(=O)COC(=O)C2CCCCC2)c(Br)c1,-6,-18%,-2%,.,.,.
COC(=O)C1=C(c2ccc(OC)c(OC)c2)C[C@@H]2CC[C@H]1N2C(=O)N1CCCCC1,?,63%[activator],5%,0%,-9%,.
COc1cc(/C=C2/C(=O)NN(c3cccc(F)c3)C2=O)ccc1OC(=O)c1ccco1,84,-25%,-4%,?,?,5%
CCOC(=O)N1CCN(C(=O)c2ccccc2NC(C)=O)CC1,2,-24%,-5%,9%,4%,-5%
O=c1[nH]ncc(NCCc2ccccc2)c1Cl,-25,-24%,7%,7%,4%,3%
O=C(Nc1ccc(Cl)cn1)c1cccc(F)c1,79,-15%,-9%,-1%,?,-2%
Cc1cc(O)cc2c1C(=O)/C(=C/c1ccco1)O2,70,-44%,-16%,32µM*,10%,-2%
C/C(=N/NC(=O)CNC(=O)c1cccs1)c1ccc(Cl)cc1,?,-24%,0%,1%,?,4%
Cc1ccsc1/C=C1/SC(N2CCOCC2)=NC1=O,.,-23%,.,0%,?,0%
Cc1ccccc1CNC(=O)Cn1cnc(S(=O)(=O)N2CCCC2)c1,-16,-2%,25%,5%,3%,.
NC(=O)c1ccccc1N(Cc1ccccc1)S(=O)(=O)c1ccccc1,-39,-1%,-14%,.,-2%,-14%
COc1ccc(NC(=O)c2ccccc2NC(=O)c2ccccc2C(=O)O)c(OC)c1,-24,-20%,-10%,7%,0%,16%
Cc1ccc(C)c2[nH]c(=O)c(C(c3nnnn3CCc3ccccc3)N3CCOCC3)cc12 (centres undefined),-1,90%[activator],35%[activator],-40%,-23%,1%
Cc1ccc(S(=O)(=O)N2CCC(C(=O)OCC(=O)N(C)c3ccccc3)CC2)cc1C,-27,132%[activator],11%,4%,-7%,.
CC1Oc2ccccc2N(CC(=O)c2ccc(F)cc2)C1=O (centres undefined),3,-20%,-8%,-5%,-8%,-1%
COc1ccc(S(=O)(=O)N2CCC[C@H]2C(=O)NC2=NCCS2)cc1,-6,-20%,6%,11%,-9%,.
O=C(NCc1ccccn1)C(=O)NCC1OCCN1S(=O)(=O)c1ccc([N+](=O)[O-])cc1 (centres undefined),23,43%,44%[activator],-25%,-6%,11%
C[C@H]1NS(=O)(=O)c2ccc(Br)cc2O[C@H]1c1ccccc1,-24,-24%,8%,.,.,.
COc1cc2c(cc1OC)C1(Nc3c-2c(Cc2ccccc2)nn3-c2ccccc2)C(=O)Nc2ccccc21 (centres undefined),-8,-2%,-20%,0%,-5%,-11%
O=S(=O)(c1ccc2ccccc2c1)N1CCN(C(=S)Nc2ccccc2F)CC1,-26,-28%,36%[activator],-10%,9%,-4%
Cc1ccc(S(=O)(=O)N2CCCCC2)cc1NC(=O)[C@@H]1CCCN1C(=O)c1cccs1,0,-25%,8%,-2%,-16%,.
COc1cc(C(C)=O)ccc1OCC(O)Cn1nc(C)c(Br)c1C (centres undefined),46,76%[activator],-4%,40%[activator],4%,16%
BrC(=C\c1ccccc1)/C=N/Nc1nc2ccccc2[nH]1,-32,-37%,7%,20µM*,-2%,?
Cc1ccc(-c2nnc(SCC(=O)NC(C)(C)C)nc2-c2ccc(C)cc2)cc1,-1,.,.,4%,9%,.
Clc1ccc(/C=N\Nc2ccccc2)cc1,-8,-32%,-4%,?,-7%,1%
CCCCn1c(=N)n(CC(=O)c2ccc(OC)cc2)c2ccccc21,-32,-1%,.,4%,4%,-4%
CCc1noc(N)c1C(=O)Nc1ccc(F)c(Cl)c1,71,-9%,45%[activator],-29%,-3%,0%
CN(C(=O)COc1ccccc1C(=O)NCCc1ccccc1)c1ccccc1,-30,-10%,-2%,-3%,?,0%
CCOC(=O)c1cc(NC(=O)c2cnccn2)cc(C(=O)OCC)c1,-93*,-17%,-1%,0%,0%,-3%
Cc1nc2sc(C#N)c(N)c2c2c1CCCC2,?,-21%,12%,0%,-6%,7%
Cc1cc(Nc2cccc(C(F)(F)F)c2)nc2ccc(NC(=O)c3cccc(Cl)c3)cc12,-104*,.,.,0%,-7%,.
CCN(CC)S(=O)(=O)c1ccc(N2CCOCC2)c(NC(=O)CC(C)(C)C)c1,21,90%[activator],5%,2%,3%,0%
CCN(CC)c1ccc(NC(=O)CN2CCN(S(=O)(=O)c3ccc(C(C)C)cc3)CC2)cc1,-10,.,.,-8%,2%,.

# Part of the list above in another layout:
molecule | HCMV antiviral | AmpC no deterg | AMA1 RON2 block | Sm TGR block | AmpC detergent | FBPA Giardia inh
Cc1nc2sc(C#N)c(N)c2c2c1CCCC2 | ? | -21% | 12% | 0% | -6% | 7%
CCc1noc(N)c1C(=O)Nc1ccc(F)c(Cl)c1 | 71 | -9% | 45%[activator] | -29% | -3% | 0%

# Next part:
SMILES,HCMV antiviral,AmpC no deterg,AMA1 RON2 block,Sm TGR block,AmpC detergent,FBPA Giardia inh
O=C(O)CCc1nn2c3ccccc3n(CCO)c2nc1=O,-11,-10%,0%,-13%,0%,4%
O=C1c2nc3cc(-c4ccco4)[nH]n3c(=O)c2CN1C1CCCCC1,14,-31%,10%,-34%,3%,6%
Cc1csc2nc(COC(=O)c3ccc(NC(=O)c4ccccc4Br)cc3)cc(=O)n12,-72*,.,.,-5%,-1%,.
Cc1ccccc1OCC(O)CNC1CCC(NCC(O)COc2ccccc2C)CC1 (centres undefined),-100*,112%[activator],10%,-32%,-5%,-2%
Cc1c(C)c2ccc(OC(C)C(=O)N3CC[C@@]4(O)CCCC[C@H]4C3)cc2oc1=O (some centres undefined),15,187%[activator],-3%,26%,-1%,-4%
CCC(C)CCN1CCN=C1Nc1ccccc1 (centres undefined),-28,-14%,-1%,0%,0%,.
COc1ccc(CNC(=O)c2sc(=S)n(-c3ccc(OC)cc3)c2N)cc1,.,-19%,-7%,0%,-7%,-27%
O=C(NCCN1CCN(c2ccccc2)CC1)c1ccccc1F,-26,-3%,-6%,-7%,?,-1%
COc1cc(CC(=O)N(CC(C)C)C2CCS(=O)(=O)C2)cc(OC)c1OC (centres undefined),3,-1%,0%,.,.,.
CCc1cccc(C)c1NC(=O)CSc1nc2ccccc2nc1N1CCOCC1,12,.,.,6%,19%,.
O=C(O)c1ccc(S(=O)(=O)N2CCCCCC2)cc1,26,-14%,7%,-21%,?,24%
N/C(=N\OC(=O)CSc1ccccc1)c1ccccn1,19,-19%,172%[activator],-1%,0%,.
COCC(C)n1c(SCC(=O)N2CC(=O)Nc3ccccc32)nc2ccccc2c1=O (centres undefined),-16,-15%,-6%,-3%,1%,.
CC/C(=N\Nc1ccc([N+](=O)[O-])cc1[N+](=O)[O-])c1ccc(O)cc1,-23,-59%,-23%,1%,-4%,1%
Cc1ccc(-n2ncc(Cl)c2C(=O)NC2CC2)cc1,8,-13%,6%,9%,-9%,1%
CCN(CC)S(=O)(=O)c1ccc2[nH]c(=O)cc(C(=O)NCC3CCCO3)c2c1 (centres undefined),-6,1%,12%,-1%,?,.
COc1c2ccoc2c(OC)c2oc(=O)ccc12,0,-20%,-4%,-20%,-4%,-3%&0%
O=C(Nc1ccc2c(c1)OCO2)C1CCN(S(=O)(=O)c2cccs2)CC1,24,-35%,33%[activator],-26%,1%,-14%
CCCC(=O)c1cc(F)c(N2CCN(CCC#N)CC2)cc1C,-4,26%,-12%,-23%[11.4 µM],-11%,5%
O=C(C[C@H]1C[C@H](C(=O)N2CCOCC2)[C@@]2(CCC3CCCC3)c3[nH]c4ccc(Cl)cc4c3CCN2C1=O)NCCN1CCOCC1,-10,2%,-4%,.,.,.
O=C(Nc1ccccc1)c1cc([N+](=O)[O-])ccc1Cl,38,-20%,2%,26%,5%,-4%&7%&-2%
COCCOC(=O)N/C=C\c1nc2ccccc2c(=O)[nH]1,21,-9%,-14%,1%,1%,-8%
COC(=O)c1ccc2c(c1)C(=O)N(C1CCCCC1)C2=O,13,-9%,-1%,0%,-14%,5%
Fc1ccccc1NC(=S)NCc1ccc(Cl)cc1,-5,-33%,0%,?,?,-5%

# Just AmpC detergent and HCMV antiviral, for some of the entries so far:
smiles | AmpC detergent | HCMV antiviral
CC/C(=N\Nc1ccc([N+](=O)[O-])cc1[N+](=O)[O-])c1ccc(O)cc1 | -4% | -23
O=C(Nc1ccc2c(c1)OCO2)C1CCN(S(=O)(=O)c2cccs2)CC1 | 1% | 24
COC(=O)c1ccc2c(c1)C(=O)N(C1CCCCC1)C2=O | -14% | 13
COCCOC(=O)N/C=C\c1nc2ccccc2c(=O)[nH]1 | 1% | 21
O=C(Nc1ccccc1)c1cc([N+](=O)[O-])ccc1Cl | 5% | 38
COc1c2ccoc2c(OC)c2oc(=O)ccc12 | -4% | 0
O=C(C[C@H]1C[C@H](C(=O)N2CCOCC2)[C@@]2(CCC3CCCC3)c3[nH]c4ccc(Cl)cc4c3CCN2C1=O)NCCN1CCOCC1 | . | -10

# Continued.
SMILES,HCMV antiviral,AmpC no deterg,AMA1 RON2 block,Sm TGR block,AmpC detergent,FBPA Giardia inh
Cn1nc(N)c2c1N=P(N1CCOCC1)(N1CCOCC1)N=C2c1ccccc1,-20,-13%,0%,20%,-2%,3%
CC(=O)c1cccc(NC(=O)Cn2cnc3c2c(=O)n(C)c(=O)n3C)c1,-2,.,.,-36%,2%,.
CCOc1ccc(N=Nc2c(C)[nH]n(-c3ccccc3)c2=O)cc1,24,-37%,-11%,?,-17%,7.9µM*
CCCC(C)NS(=O)(=O)c1ccc(OC)c(C)c1 (centres undefined),0,-40%,-3%,5%,?,6%
COc1cc(/C=N/NC(=O)c2ccc(CSc3nc4ccccc4[nH]3)cc2)ccc1O,-4,-21%,1%,14%,?,-7%
CC(Sc1ccc([N+](=O)[O-])cn1)C(=O)Nc1nccs1 (centres undefined),3,-25%,0%,-24%,5%,?
Cc1cccc2cc(CN(CC3CCCO3)S(=O)(=O)c3ccccc3)c(=O)[nH]c12 (centres undefined),?,59%,-1%,-2%,-1%,1%
CCOC(=O)/C=C1\CN(CCC(C)C)S(=O)(=O)c2ccccc21,37,-3%,9%,56µM*,-14%,14%
CCN(CCN1CCCC1)C(=O)c1cc(COc2ccccc2SC)on1,?,74%[activator],-18%,-15%,-14%,.
COc1ccc(-c2ccc(CNc3ccc4[nH]c(=O)[nH]c4c3)o2)cc1Cl,-12,.,.,-12%,2%,.
